# Source: PubChem (National Center for Advancing Translational Sciences (NCATS))
# Gal4-VP16 FLuc: Gal4-VP16 reporter inhibition counter-screen. Potency, µM (titrated, usually from 53.6 µM), for the others: at the highest dose activity, negative = inhibition, actives largely listed as inhibitors. Drosophila S2 Gal4-VP16 UAS-luciferase, luminescence, 20 h. hit rate 3.5% among 310,000. AID 2546;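 note: Gal4-VP16 expression switched on by copper sulfate through the metallothionein promoter; % is set by controls: 0 for no effect and ±100 for the full control effect; nearly all actives have a fitted effect of over 50% in size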
# FLuc counter: counter-screen for miR-21 project: firefly luciferase inhibitors or activators | P08659 | purified FLuc, Km substrates, luminescence inhibition | Potency, µM (highest dose often 57.5 µM), for inactives: at the top dose activity change, negative = inhibition, usual class: inhibitors | hit rate 6.9% among 360,000;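 note: plate controls were vehicle for no effect and reference inhibitor for full effect; nearly all actives have a fitted effect of over 55% in size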
# Target sequence (P08659 whole entry, looked up): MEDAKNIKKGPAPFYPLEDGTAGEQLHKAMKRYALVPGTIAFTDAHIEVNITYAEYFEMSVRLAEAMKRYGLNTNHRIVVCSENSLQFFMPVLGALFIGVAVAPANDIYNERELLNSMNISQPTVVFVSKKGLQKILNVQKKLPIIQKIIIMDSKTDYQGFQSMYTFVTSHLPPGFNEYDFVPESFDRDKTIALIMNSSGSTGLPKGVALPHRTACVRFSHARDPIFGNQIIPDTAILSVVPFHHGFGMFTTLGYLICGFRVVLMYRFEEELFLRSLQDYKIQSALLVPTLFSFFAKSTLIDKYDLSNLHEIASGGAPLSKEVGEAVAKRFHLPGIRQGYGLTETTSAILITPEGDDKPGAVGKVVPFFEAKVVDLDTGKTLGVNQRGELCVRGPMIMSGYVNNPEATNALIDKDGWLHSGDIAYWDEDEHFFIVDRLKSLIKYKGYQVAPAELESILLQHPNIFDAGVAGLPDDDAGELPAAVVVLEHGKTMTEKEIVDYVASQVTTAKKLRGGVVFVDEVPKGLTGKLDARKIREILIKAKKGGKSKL
#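 Purified P. pyralis luciferase (10nM final) with 10uM D-luciferin and 10uM ATP (Km levels) in 50mM Tris acetate pH 7.5, 10mM Mg acetate, 0.01% Tween-20, 0.05% BSA; qHTS 6-point titration, ~60 µM downward; luminescence read.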
# uPA surface inh: blocks generation of uPA at the cell surface. cell surface uPA generation assay, qHTS. Potency, µM (series often up to 38.3 µM), for inactives: top-dose activity change, negative = inhibition, hits mostly inhibitors. hit rate 0.31% among 330,000. AID 540303; active = well fitted inhibition curve with a large enough effect; inconclusive = small, poorly fitted or top-dose-only effect; inactive = no such curve, though single readings can be large or run the other way; tested in mouse RAW 264.7 cells; note: % is set by controls: 0 for no effect and ±100 for the full control effect; nearly all actives have a fitted effect of over 55% in size
# MBNL1 CUG block: blocks human MBNL1 binding to CUG repeat RNA | TR-FRET MBNL1-His/biotin-(CUG)12 binding, 665/545 ratio | Potency, µM (titrated, usually from 57.5 µM), inactives show at the top dose activity change, negative = inhibition, hits mostly inhibitors | Q9NR56 | hit rate 0.036% among 280,000; active = well fitted inhibition curve with a large enough effect in the signal ratio, with a control signal flat, not every such curve was filed as active; inconclusive = small, poorly fitted or top-dose-only effect, or effect the other way, or a change in a side signal; inactive = no such curve, though single readings can be large or run the other way; the % refers to the signal ratio; note: % is set by controls: 0 for no effect and ±100 for the full control effect
# Target sequence (Q9NR56 whole entry, looked up): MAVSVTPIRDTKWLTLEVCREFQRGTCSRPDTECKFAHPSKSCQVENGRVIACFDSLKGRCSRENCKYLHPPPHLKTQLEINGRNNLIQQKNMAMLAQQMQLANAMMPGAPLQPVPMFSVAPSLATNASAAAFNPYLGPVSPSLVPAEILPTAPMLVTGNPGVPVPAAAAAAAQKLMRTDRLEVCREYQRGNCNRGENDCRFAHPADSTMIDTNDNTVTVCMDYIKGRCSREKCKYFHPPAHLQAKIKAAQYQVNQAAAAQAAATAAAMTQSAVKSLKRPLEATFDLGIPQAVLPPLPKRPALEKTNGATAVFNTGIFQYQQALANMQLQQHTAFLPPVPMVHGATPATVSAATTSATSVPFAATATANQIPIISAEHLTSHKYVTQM
#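 MBNL1-His + Biotin-(CUG)12, cpd titration 92 nM–58 uM; Tb anti-His Ab 0.055 ng/ul, SA-XL665 5 nM (final); 60 min RT; ratiometric 665/545 nm, Ex 340 nm; normalized to buffer and full-complex controls.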
# NPC1 promoter act: activators of NPC1 promoter. Potency, µM (series often up to 9.22 µM), without a hit: at the highest dose activation, most hits filed as activators. hit rate 2.4% among 320,000. AID 485313. Huh7 NPC1 promoter luciferase reporter, 24 h;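 note: % of control where 0% means no effect; nearly all actives have a fitted effect of over 60% in size; reporter is driven by a mutant NPC1 promoter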
#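 Quantitative HTS used a cell-based reporter: Huh7 cells stably bearing the NPC1 promoter upstream of luciferase were treated with compounds for 24 h, and promoter activation was read as luminescence.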
# Rab9 promoter act: activates the Rab9 promoter. Huh7 Rab9 promoter-luciferase reporter, luminescence, 24 h. Potency, µM (top dose mostly 9.22 µM), without a hit: at the highest dose activation, negative = inhibition, usual class: activators. hit rate 2.8% among 320,000. AID 485297; note: % of control where 0% means no effect; nearly all actives have a fitted effect of over 60% in size
#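 Cells were plated at 1500 per well in reduced-serum medium with 10% FBS and left 2 h. Compound in DMSO was then added for 24 h at 37 °C. Reporter signal was read by luminescence after 10 min with luciferase detection reagent.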
# BRCA1 expr up: activators of BRCA1 expression; MCF7-BRCA1-FFLuc reporter, luminescence, 48 h; response scale: scaled: vehicle 0%, 10 µM genistein 100%; Potency, µM (highest dose often 46.1 µM), for inactives: at the top dose activation, actives largely listed as activators; hit rate 1.1% among 380,000; AID 624202; note: nearly all actives have a fitted effect of over 80% in size; some results filed as inactive show a strong effect at the top dose
#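 MCF7 cells carrying a BRCA1-firefly luciferase reporter (2000 cells/well, phenol-red free MEM) were attached for 2 h at 37 °C, then given compounds for 48 h. Luminescence was read 15 min after luciferase reagent; activity normalized to genistein (10 microM) and DMSO.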
# p53 reactivator: re-activators of mutant p53. H1299 p53-A138V BP100-luciferase reporter, luminescence, 24 h. Potency, µM (top dose mostly 92.2 µM), for inactives: top-dose activity change, positive = activation, actives largely listed as activators. hit rate 0.063% among 320,000; note: % of control where 0% means no effect; nearly all actives have a fitted effect of over 45% in size
#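 H1299 (p53-null), stable ts p53-A138V + BP100-Luc; 1000 cells/well, Opti-MEM/10% FBS; cpd 4 pt, 1:5; 24 h, 37 deg C, 5% CO2; detection reagent 10 min RT; luminescence.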
# ELG1 genotoxic: induces genotoxicity in HEK293T cells with luciferase-tagged ELG1; HEK293T ELG1-luciferase reporter, luminescence, 16 h; Potency, µM (series often up to 46 µM), for inactives: at the top dose activity change, positive = activation, actives largely listed as activators; hit rate 1.3% among 330,000; AID 504466; note: % of control where 0% means no effect; nearly all actives have a fitted effect of over 60% in size
#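 Luminescence read-out: rising ELG1-luciferase signal, reflecting elevated ELG1 protein under genetic stress, flags genotoxic compounds. Cells were treated for 16 hr at 37 °C before ONE-Glo detection.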
# MLL CXXC-DNA inh: blocks binding of human MLL CXXC domain to DNA; Q03164; MLL-CXXC / FITC-HOXA9 DNA fluorescence polarization; Potency, µM (doses to about 115 µM), for the others: at the highest dose activity change, negative = inhibition, hits mostly inhibitors; hit rate 0.037% among 290,000; active = well fitted inhibition curve with a large enough effect in the polarisation, with a control signal flat, not every such curve was filed as active; inconclusive = small, poorly fitted or top-dose-only effect, or effect the other way, or a change in a side signal; inactive = no such curve, though single readings can be large or run the other way; the % refers to the polarisation
#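 Fluorescence polarization: 7 uM MLL-CXXC (stock) preincubated 5 min with compounds, then 50 nM fluorescein-HOX-A9 DNA (stock) added; 30 min ambient. Buffer 50 mM Tris-HCl pH 7.5, 50 mM NaCl, 1 mM DTT, 0.05% BSA.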
# RORgamma inh: ROR gamma (mouse) transcription inhibition | Drosophila S2 Gal4-RORgamma UAS-luciferase reporter, 20 h | Potency, µM (series often up to 53.6 µM), inactives show at the highest dose activity change, negative = inhibition, usual class: inhibitors | hit rate 5.4% among 310,000 | AID 2551; note: % is set by controls: 0 for no effect and ±100 for the full control effect; nearly all actives have a fitted effect of over 60% in size
#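 A Gal4/UAS one-hybrid system in insect cells: metallothionein-promoter Gal4–ROR gamma fusion plus Photinus luciferase reporter. Copper sulfate 700 uM final, 20 hr ambient incubation, luminescent detection after 10 min with reagent.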
# * marks the source's active call; other numbers are inactive results; ? = inconclusive; / = not tested or not shown; [ ] = another dose, or the depositor's remark. Unless noted, calls come from the whole dose curve; as a rule, active = well fitted curve in the direction sought with a large enough effect; inconclusive = small, poorly fitted or top-dose-only effect, or another doubt; inactive = no such curve, though single readings can be large; an effect the other way counts as inactive or inconclusive. Potency is the fitted concentration of half-maximal effect. An excerpt, so the mix of outcomes need not match the whole.
SMILES,Gal4-VP16 FLuc,FLuc counter,uPA surface inh,MBNL1 CUG block,NPC1 promoter act,Rab9 promoter act,BRCA1 expr up,p53 reactivator,ELG1 genotoxic,MLL CXXC-DNA inh,RORgamma inh
Cc1ccc(NC(=O)C(c2ccccc2)c2ccccc2)c(O)c1,-12%,-5%,-1%,-1%,-1%,-2%,-18%,9%,-1%,-4%,44%
Cn1cnnc1SCC(=O)Nc1ccccc1C(=O)NC1CCCC1,-6%,6%,2%,-16%,1%,2%,-1%,3%,7%,8%,-6%
COc1cccc(NC(=O)CSc2c3c(nc4ccccc24)CCCC3)c1,?,-14%,-8%,6%,1%,2%,-59%,-20%,16%,9%,?
CC(=O)Nc1ccc(-c2nc3ccccc3o2)cc1,-15%,3µM*,?,3%,1.1µM*,1µM*,?,/,3.3µM*,4%,-26%
COc1ccc(NC(=O)NC2(C)CCS(=O)(=O)C2)cc1 (configuration not stated),-6%,0%,1%,-8%,-4%,0%,-1%,4%,0%,23%,10%
Cc1oc(C(C)(C)C)cc1C(=O)NCc1ccc2c(c1)OCO2,?,2%,1%,-11%,1%,-2%,-7%,-2%,-2%,3%,?
COc1ccc(-c2noc(N3CCC(C(=O)Nc4ccc(F)cc4)CC3)n2)cc1,-27%,-1%,-10%,-3%,14%,4%,-18%,7%,3%,/,-19%
CCn1c(SCC(=O)NC2CC2)nnc1-c1ccccn1,-1%,0%,2%,0%,-5%,8%,-1%,5%,2%,4%,-1%
Cc1ccc(S(=O)(=O)NNC(=O)/C=C/c2cccc(F)c2)cc1,0%,-1%,-33%,-5%,0%,-3%,0%,-2%,-9%,-5%,0%
O=C(CSc1nnc(CNC(=O)c2cccs2)o1)NCC1CCCO1 (configuration not stated),-3%,3%,2%,-14%,-8%,0%,19%,4%,-4%,-1%,-22%
COc1ccc2nc(NC(=O)c3cccs3)sc2c1,?,0.67µM*,-3%,/,0.32µM*,0.28µM*,?,12%,?,-19%,10µM*
O=[N+]([O-])c1ccccc1/C=C/C=N/Nc1ccc(S(=O)(=O)Nc2ccc(Cl)cc2)cc1[N+](=O)[O-],-18%,-4%,7%,0%,-5%,-10%,-52%,-2%,-11%,22%,31%
O=C(C1=C[C@H](c2ccccc2)C[C@H](OCCCCO)O1)N1CCN(Cc2ccc3c(c2)OCO3)CC1,-5%,2%,2%,-8%,-1%,2%,14%,2%,-6%,-16%,24%
COCC(=O)Nc1cc(Cl)c(OC)cc1OC,-6%,9%,2%,/,-1%,3%,6%,4%,8%,10%,3%
Cc1c(C(=S)Nc2ccccc2)cnn1-c1ccc([N+](=O)[O-])cc1,?,-11%,-2%,?,-1%,-4%,-30%,-19%,-4%,0%,?
CCOC(=O)Nc1ccc2c(c1)N(C(=O)N(C)C)c1ccccc1CC2,9%,?,-8%,?,-1%,3%,-27%,-4%,12%,2%,42%
Cc1ccc(Cn2c(Sc3nnc(C)s3)nc3c2c(=O)[nH]c(=O)n3C)cc1,-1%,0%,-3%,10%,-1%,1%,-18%,-7%,-7%,-12%,-6%
CC(OC1=CC(=O)CCC1)C(=O)c1ccccc1 (configuration not stated),-4%,0%,/,-10%,1%,-2%,3%,0%,5%,-6%,12%
CCN(c1ccc(NC(=O)CN2C(=O)NC3(CCOc4ccccc43)C2=O)cc1)C(C)C (configuration not stated),14%,17µM*,-1%,-1%,-3%,-2%,0%,3%,1%,2%,19%
N=C1C(c2nc3ccccc3[nH]2)=C(O)CN1C1CCCCC1,20%,?,-7%,-9%,3.2µM*,2µM*,?,13%,?,17%,-42%
Cc1ccc(NC(=O)Cn2c(=O)c3cccn3c3ccccc32)cc1,-3%,-4%,4%,6%,2%,2%,10%,7%,11%,14%,-13%
CCN(C(=O)c1ccc(NC(C)=O)cc1)c1ccccc1C,-4%,0%,1%,-3%,4%,0%,3%,-3%,0%,2%,23%
c1cncc(-c2ccnc3ncnn23)c1,-4%,-2%,-2%,-3%[11.5 µM],-1%,-6%,-4%,-3%,3%,0%,-3%
O=C(NCC1OCCCN1S(=O)(=O)c1ccc(F)cc1)C(=O)NC1CCCC1 (configuration not stated),-3%,2%,-2%,-2%,-5%,3%,4%,8%,2%,14%,-9%
CC(=O)c1cn(C(=O)c2ccc(Cl)cc2)c2ccccc12,1%,0%,-1%,-5%,-3%,-7%,-23%,-1%,0%,46%[activator],-11%
Cc1ccc(N(CC(=O)NCc2ccc3c(c2)OCO3)C(=O)c2csnn2)cc1,28%,5%,1%,0%,-1%,12%,2%,14%,4%,-2%,14%
CCCCn1c(O)c(N=NC(=O)c2ccncc2)c2cc(Br)ccc21,-1%,4%,-4%,11%,-1%,-2%,-75%,-14%,-8%,18%,?
COc1ccc(OC)c(S(=O)(=O)CC(O)CS(=O)(=O)c2ccccc2)c1 (configuration not stated),-7%,2%,2%,-6%,9%,3%,0%,-4%,1%,0%,-3%
Cc1ccc(C2CC(C(F)(F)F)n3nc(C(=O)NCc4c(C)nn(C)c4C)c(Cl)c3N2)cc1 (configuration not stated),?,2%,-7%,-3%,-7%,-14%,-79%,5%,-4%,19%,-4%
O=C(Nc1ccc2[nH]c(=O)[nH]c2c1)c1cccc([N+](=O)[O-])c1,4%,5%,8%,?,3%,0%,2%,14%,2%,30%[activator],-15%
COc1ccccc1OCC(=O)Nc1ccc(S(=O)(=O)Nc2nc(C)cc(C)n2)cc1,/,4%,11%,0%,-3%,3%,3%,-11%,-2%,-2%,-4%[0.365 µM]
CCC(CC)Nc1ccc(C(CC(N)=O)NC(=O)Cc2cccc3ccccc23)cc1[N+](=O)[O-] (configuration not stated),2%,2%,-3%,6%,-3%,5%,-4%,6%,-1%,13%,11%
CN(CC(=O)Nc1ccc(F)cc1)C(=O)Cn1c(=O)oc2ccccc21,/,7%,-8%,/,-6%,1%,9%,3%,5%,/,/
CCCCn1c(-c2ccc(C(C)(C)C)cc2)nc2cc3[nH]c(=O)c(C(C)C)nc3cc21,-2%,-1%,-8%,12%,-2%,-9%,-17%,/,-9%,1%,15%
CCc1nn(C(C)C(=O)NC2CCCCCC2)c(=O)c2cc3occc3n12 (configuration not stated),12%,-2%,-3%,13%,-1%,1%,-1%,2%,1%,6%,18%
COc1ccc(-c2ccc(SCC(=O)NCc3ccc4c(c3)OCO4)nn2)cc1OC,-16%,?,-2%,-5%,12%,-1%,33%,-5%,-3%,2%,7%
Cc1cc(C)c(NC(=O)CCCN2CCCC2)c(C)c1,3%,1%,6%,-2%,-8%,1%,-4%,-2%,4%,-1%,-18%
CCOc1ccccc1NC(=O)CCS(=O)(=O)c1cccs1,-9%,-1%,-6%,3%,-5%,-1%,-4%,-3%,-6%,12%,39%
CCn1c(C2CC(=O)N(c3ccc(C)c(C)c3)C2)nc2ccccc21 (configuration not stated),6%,-11%,-4%,3%,-3%,3%,12%,4%,-12%,-3%,-10%
O=C(/C=C/c1ccc(Cl)cc1)NCCCN1CCOCC1,3%,-8%,5%,18%,-2%,15%,0%,7%,5%,6%,-43%
CC(=O)Nc1cc2nn(-c3ccccc3)nc2cc1C,?,2.4µM*,5µM*,124%[activator],0.63µM*,0.56µM*,?,/,3.3µM*,1%,?
COc1ccc(S(=O)(=O)N2CCC(N3CCCCC3)CC2)cc1,0%,7%,2%,-14%,-4%,-6%,0%,13%,1%,9%,8%
COc1cc2ccccc2cc1C(=O)Nc1ccc(O)cc1,-26%,1.1µM*,-6%,6%,1.4µM*,2µM*,?,?,10µM*,0%,22%
Cc1cc(C(=O)NC(C)c2ccncc2)cs1 (configuration not stated),9%,5%,/,-15%,-2%,3%,6%,-1%,2%,0%,-2%
COCCSc1ccccc1C(=O)Nc1ccc([N+](=O)[O-])cc1OC,-6%,2%,11%,?,-5%,-6%,-28%,-2%,-1%,0%,6%

# Two entries from above, reformatted:
# Results follow in this order: Gal4-VP16 FLuc	FLuc counter	uPA surface inh	MBNL1 CUG block	NPC1 promoter act	Rab9 promoter act	BRCA1 expr up	p53 reactivator	ELG1 genotoxic	MLL CXXC-DNA inh	RORgamma inh
> COc1ccc(S(=O)(=O)N2CCC(N3CCCCC3)CC2)cc1
    0%	7%	2%	-14%	-4%	-6%	0%	13%	1%	9%	8%
> Cc1cc(C(=O)NC(C)c2ccncc2)cs1 (configuration not stated)
    9%	5%	/	-15%	-2%	3%	6%	-1%	2%	0%	-2%
